CCR6 antagonist: CCR6 receptor antagonists, primary screen, cell-based, CHO-K1, luminescence, beta-arrestin, uHTS; C-C chemokine receptor type 6 (Homo sapiens), P51684; CHO-K1 CCR6 PathHunter beta-arrestin, CCL20-stimulated; inhibition, % at 20 µM; 0.49% of 340,000 active; AID 493098, 2011;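 active = compounds whose inhibition of the agonist-driven luminescence signal at 20 µM reaches about 50%, limit read from the data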;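 note: cells stimulated with CCL20 at 14 nM final; plate controls were DMSO with CCL20 for no effect and DMSO without agonist for full effect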
Target sequence (P51684 whole entry, looked up): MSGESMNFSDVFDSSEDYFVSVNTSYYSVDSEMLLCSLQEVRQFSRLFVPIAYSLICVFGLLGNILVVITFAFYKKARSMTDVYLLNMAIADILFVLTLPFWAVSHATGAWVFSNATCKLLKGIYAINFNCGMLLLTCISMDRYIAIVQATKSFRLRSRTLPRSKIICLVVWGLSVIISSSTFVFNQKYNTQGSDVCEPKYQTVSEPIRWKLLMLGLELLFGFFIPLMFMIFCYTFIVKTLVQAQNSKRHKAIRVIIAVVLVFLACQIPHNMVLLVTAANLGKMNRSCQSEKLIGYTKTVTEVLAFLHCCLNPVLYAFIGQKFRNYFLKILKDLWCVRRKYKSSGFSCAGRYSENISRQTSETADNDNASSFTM
UPR XBP1 act: activators of adaptive XBP1 UPR arm, primary screen, cell-based, CHO-XBP1 luciferase reporter, luminescence, uHTS | 0.33% of 330,000 active | IRE1-XBP1 UPR activation; percent of tunicamycin response, DMSO as zero | AID 463104, 2010 | activation, % at 20 µM;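 active = versus positive control, 20 µM dose yields 30% or more activation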;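 note: 100% = tunicamycin at 10 µg/mL and 0% = DMSO only wells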
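Material – CHO cell line with stable XBP1 luciferase reporter · Buffer or medium – F12 plus 10% FBS · Compound – single point, 20 µM final compound, 1% DMSO · Schedule – 16-18 h cell attachment at 37 °C, then 6 h compound exposure · Signal – Steady-Glo luminescence read · Benchmarks – high control tunicamycin 10 µg/mL final, low control DMSO vehicle only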
EBI2 antag: EBI2 receptor antagonists, beta-arrestin recruitment, primary screen, cell-based, luminescence, 7a,25-OHC stimulation, uHTS; G-protein coupled receptor 183 (Homo sapiens), P32249; inhibition, % at 5 µM; 0.81% of 360,000 active; 7a,25-OHC stimulated; AID 651636, 2012; in the data active = inhibition above about 38%;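 note: enzyme fragment complementation signal reports receptor beta-arrestin coupling in cells; 0% = agonist plus DMSO wells and 100% = wells without agonist; some results beyond the cut were filed as inactive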
Target sequence (P32249 whole entry, looked up, the tested form may be a part): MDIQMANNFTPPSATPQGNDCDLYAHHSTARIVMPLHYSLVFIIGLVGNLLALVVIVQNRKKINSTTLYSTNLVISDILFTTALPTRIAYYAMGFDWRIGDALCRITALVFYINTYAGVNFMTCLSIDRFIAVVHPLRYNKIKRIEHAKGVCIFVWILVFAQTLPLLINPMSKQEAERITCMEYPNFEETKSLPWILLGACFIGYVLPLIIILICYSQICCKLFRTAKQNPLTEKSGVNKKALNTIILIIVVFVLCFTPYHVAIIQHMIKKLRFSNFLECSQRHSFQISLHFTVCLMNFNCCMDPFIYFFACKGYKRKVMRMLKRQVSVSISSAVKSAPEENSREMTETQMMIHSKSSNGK
CHOP UPR activ: activators of apoptotic CHOP UPR arm, primary screen, cell-based, CHO-CHOP luciferase reporter, luminescence, uHTS | UPR activation; percent of tunicamycin response over DMSO baseline | activation, % at 10 µM | 0.34% of 330,000 active | AID 449763, 2010;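 active = at 10 µM dose, activation of 40% or more, normalized to positive control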;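 note: 100% = tunicamycin at 10 µg/mL and 0% = DMSO alone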
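Material: CHO-CHOP cells, stable luciferase reporter of PERK-eIF2a-CHOP signalling; quantity: 500 reporter cells seeded per well; buffer or medium: F12 medium containing 10% fetal bovine serum; compound: one dose, 10 µM in 0.5% DMSO; incubation: 6 h compound treatment, 37 °C; measured by: Steady-Glo luciferase luminescence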
APJ agonist: agonists of human apelin receptor APJ, primary screen, CHO-K1 cells, PathHunter beta-arrestin, luminescence | P35414 | 0% DMSO wells, 100% apelin | activation, % at 20 µM | 0.11% of 330,000 active | AID 2520, 2010;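 active = activation more than six SD over the plate average, tested at 20 µM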;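 note: 0% = DMSO alone and 100% = apelin-13 at 10 nM; some results filed as inactive read as strong as hits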
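Test system: CHO-K1 APJ beta-arrestin complementation cell line | Compound: Single test compound dose, 20 µM final, 1% DMSO | Incubation: Compound 90 min 25 °C, reagent 1 h | Measured by: beta-gal luminescence | Read-out basis: APJ–arrestin association signal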
CXCR6 inh: CXCR6 receptor inhibitors, primary screen, cell-based, beta-arrestin, luminescence, CHO-K1 PathHunter, 1536-well | AID 602244, 2012 | C-X-C chemokine receptor type 6 (Homo sapiens), O00574 | 0.36% of 360,000 active | inhibition, % at 20 µM; in the data active = inhibition above about 34%, passing the limit was not always enough;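 note: antagonist mode with CXCL16 agonist at 10 nM final; 0% = 10 nM CXCL16 with DMSO and 100% = unstimulated wells without agonist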
tim23-1 inh: growth inhibitors of tim23-1 mutant yeast, primary screen, luminescence, uHTS; S. cerevisiae tim23-1 growth, BacTiter-Glo luminescence, 24 h; inhibition, % at 20 µM; 1.3% of 330,000 active; AID 463212, 2010;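 active = growth inhibition of the mutant yeast at or above 50%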;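 note: temperature-sensitive mutant grown at 25 °C; plate controls were DMSO-treated mutant yeast for no effect and medium wells lacking yeast for full effect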
APJ antagonist: antagonists of human apelin receptor APJ, primary screen, CHO-K1 cells, beta-arrestin complementation, luminescence | P35414 | inhibition, % at 20 µM | 0.32% of 330,000 active | AID 2521, 2010;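 active = inhibition above about 40% at 20 µM, limit read from the data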;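 note: cells challenged with 10 nM apelin-13 agonist together with compound; plate controls were apelin-13 plus DMSO wells for no effect and DMSO wells lacking apelin-13 for full effect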
Mdm2 MdmX PPI: inhibitors of human Mdm2-MdmX association, primary screen, cell-based, luminescence, split luciferase, SaOS-2, uHTS; Protein Mdm4 (Homo sapiens) + E3 ubiquitin-protein ligase Mdm2 (Homo sapiens), …; SaOS-2 split-luciferase Mdm2/MdmX complementation; inhibition, % at 8 µM; 3% of 330,000 active; AID 485346, 2010;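 active = inhibition of at least 50% at 8 µM in the primary screen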
An asterisk follows results filed as active. Some of the compounds tested (hit frequency here may not be typical).

SMILES	CCR6 antagonist	UPR XBP1 act	EBI2 antag	CHOP UPR activ	APJ agonist	CXCR6 inh	tim23-1 inh	APJ antagonist	Mdm2 MdmX PPI
C/C(=N\NC(=O)c1ccc(O)cc1)c1ccc2c(c1)Nc1ccccc1S2	-11	0	4	4.2	10	-7	19	-39	9
CC1CCCCC1NC(=O)CO/N=C/c1ccc(OC(F)F)cc1 (stereo unspecified)	7	2	5	-0.1	-1	-2	17	-5	6
CCc1nnc(NC(=O)Cc2c[nH]c3ccccc23)s1	-10	-3	-9	0.3	-2	5	10	-8	6
CCOC(=O)[C@@H]1[C@H]2COc3ccc(Br)cc3[C@@H]2N2C(=O)N(c3ccc(F)cc3)C(=O)[C@@]12C	12	-2	-1	1.9	-3	11	26	3	14
CNc1c(NS(=O)(=O)c2ccc(Br)cc2)c(=O)oc2ccccc12	12	-1	0	0.7	-2	-5	1	21	19
N#Cc1ccccc1CSc1nc2ccsc2c(=O)n1Cc1ccccn1	2	2	2	1.5	-1	15	20	17	3
COc1ccc(Nc2nc(N)nc(CSc3nccc(C)n3)n2)cc1	4	-1	-2	1.2	-6	0	17	-11	-12
O=S(=O)(c1ccc(S(=O)(=O)N(Cc2ccco2)Cc2ccccc2Cl)cc1)N1CCCC1	23	-3	29	1.8	-2	2	2	8	7
C=CCNc1nc(SCC=C)nc2ccsc12	10	4	-3	-1.6	2	4	11	-4	28
CCOC(=O)c1sc(NC(=O)/C=C/c2cnn(CC)c2C)c(C(=O)OCC)c1C	10	8	40*	0.3	-4	10	-5	6	45
CCC(C)NC(=O)Cn1c(=O)n(CCCCC(=O)NCc2ccco2)c(=O)c2ccccc21 (stereo unspecified)	1	4	-6	-1.0	-2	-5	-1	14	14
O=S(=O)(NC1CC2CCC1C2)c1ccc(Cl)cc1 (stereo unspecified)	6	-4	-10	-0.7	-1	-17	1	11	1
CCC1CN(C(=O)NCc2ccc(F)cc2)c2ccccc2O1 (stereo unspecified)	11	0	-14	-0.6	-1	-13	13	9	9
CC(C)CNc1nc(N)c([N+](=O)[O-])c(NCc2ccccc2)n1	11	10	8	0.6	-3	-6	16	-25	31
COc1ccc(/C=C/C(=O)OCCCN(C)C)cc1	5	0	0	-2.4	-7	-2	18	0	9
N#C/C(=C/Nc1ccccc1F)S(=O)(=O)c1ccc(Cl)cc1	5	-1	0	0.9	-1	-1	17	8	13
CS(=O)(=O)N(CC(=O)N1CCC(C(N)=O)CC1)Cc1ccc(Cl)c(Cl)c1	7	-5	-3	-0.2	-4	1	-2	-20	12
CC(NC(=O)COC(=O)c1ccc([N+](=O)[O-])o1)c1ccccc1 (stereo unspecified)	1	-6	-14	0.9	8	-8	-2	-16	27
CC12C(=O)N(c3ccccn3)C(=O)C1C1C=CC2C1 (stereo unspecified)	-16	-2	-2	-2.7	-3	-8	-14	-43	22
N#CCc1nn(Cc2ccc(F)cc2)c(=O)c2ccccc12	2	-1	8	1.8	-3	-5	-1	10	20
Cn1[nH]c(-c2ccccc2)c(/C=N/O)c1=O	-1	-5	-2	2.1	-2	-5	-3	5	7
CCOC(=O)C1CN(S(=O)(=O)c2ccc(C)cc2)CCN1S(=O)(=O)c1ccc(C)cc1 (stereo unspecified)	13	0	44*	0.7	3	-3	33	-7	-9
COc1c(Cl)cc(-c2noc(C)c2C(=O)NC(C)C)cc1Cl	5	-1	-5	0.3	3	-3	10	0	19
N#Cc1ccccc1NC(=O)COC(=O)c1ccc2c(c1)OCCO2	-5	-4	1	1.9	-2	-6	5	9	-18
CCN1CCN(CCCNC(=O)CCCn2nc(C)c3sc4ccccc4c3c2=O)CC1	2	-3	2	0.3	-5	-11	12	-20	-2
CCCCNC(=O)Nc1cc(C(F)(F)F)c[nH]c1=O	-1	-1	-4	0.3	-2	0	-6	4	18
CCCCNC(=O)C1CC(=O)N(CCc2ccccc2)C1 (stereo unspecified)	5	-1	1	-0.8	-2	-7	8	1	17
COC(=O)C1=C(CS(=O)(=O)c2ccccc2)NC(=O)NC1c1ccc(OC)c(OC)c1 (stereo unspecified)	15	-2	-6	2.1	1	-9	6	-11	-17
COc1ccc(CCNC(=S)NNC(=O)c2c(Br)c(C)nn2C)cc1OC	20	2	2	0.1	-6	5	8	4	16
Cc1oc(-c2cccc(Cl)c2)nc1CN1CCC(C(=O)NCCCN2CCCC2=O)CC1	11	-1	-2	-1.0	-5	3	-5	14	21
CCOc1ccc(S(=O)(=O)n2nc(C)c(S(=O)(=O)N3CCOCC3)c2C)cc1	13	-2	-4	0.9	-2	5	-8	7	15
CC(=O)c1cccc(-n2nnnc2SCC(=O)Nc2cccc(NC(=O)c3ccco3)c2)c1	6	-2	3	-0.3	3	1	4	10	30
O=C(CCN1CCCCC1)Nc1cccc(Cl)c1	-3	0	-5	-2.6	-1	5	7	9	3
CCCSC(=O)N(CC)CC(=O)Nc1c(CC)cccc1CC	-7	-4	4	-1.6	-4	1	8	11	1
COc1cc(Cl)c(S(=O)(=O)N2CC(C)OC(C)C2)cc1Cl (stereo unspecified)	4	0	4	-1.3	11	-4	31	9	-8
Cc1cc(C(=O)Nc2ccc(F)cc2C)n(-c2ccccc2)n1	-2	2	-3	0.7	-3	0	12	-17	-12
COc1ccccc1NC(=O)c1oc2ccc(C)cc2c1C	-21	3	12	2.3	0	-6	11	8	-79
CNS(=O)(=O)c1cc(Nc2ncnc3sccc23)ccc1C	0	0	-6	2.9	-2	-14	-2	-3	25
Cc1sc2ncnc(SCC(=O)N3CCCC3)c2c1C	-19	-5	2	-1.9	-1	-10	17	27	27
CCCn1nc(NC(=O)c2ccncc2)c2cc3ccccc3nc21	-9	-1	-11	1.8	2	9	47	9	9
O=C(COc1ccc(S(=O)(=O)N2CCCC2)cc1)N1CCCC1	-3	-7	-2	0.5	0	-5	9	-13	13
Cc1ccc(SCC(=O)O/N=C(\N)c2cccnc2)cc1	1	2	2	0.0	0	-6	11	-9	19
CC(C)c1ccc(-n2nnnc2SCC(=O)NC2CC2)cc1	15	4	-11	0.6	-3	3	9	21	34
CCCCN(C(=O)c1cc2ccccc2o1)c1c(N)n(CC(C)C)c(=O)[nH]c1=O	10	2	-7	0.3	-2	5	13	5	-7
CCOC(=O)C1=C(c2ccccc2)N(C)C(=O)NC1c1ccc(OC(F)F)c(OC)c1 (stereo unspecified)	-14	-4	-8	-1.7	-2	-5	10	7	7
CC(=O)c1ccc(Nc2ncnc3c2oc2ccccc23)cc1	-4	6	10	2.1	-1	-5	-5	14	-33
COc1cc(SC)ccc1C(=O)N1CCN(Cc2ccc3c(c2)OCO3)CC1	18	-3	32	0.2	-3	5	16	17	36
Cc1cc(C)cc(Oc2ccc(C(F)(F)F)cc2C#N)c1	16	-3	3	-1.8	-2	-4	-4	14	9
CC(Sc1ccc(S(=O)(=O)N2CCN(C)CC2)cn1)C(=O)NC1(C#N)CCCCC1 (stereo unspecified)	7	-1	3	2.3	-1	3	9	24	26
Cc1cccc(NCc2cc(Cl)cc(Cl)c2O)n1	12	-1	3	0.9	1	-3	52*	14	33
CCOc1ccc(/C(O)=C2\C(=O)C(=O)N(c3ccc(OC)cc3)C2c2ccccc2[N+](=O)[O-])cc1 (stereo unspecified)	10	-4	-2	1.3	4	2	18	-11	0
COC(=O)COc1ccc2c(=O)c(-c3ccccc3OC)coc2c1	-8	-2	7	-0.6	0	3	10	-18	20
CCCNC(=O)COC(=O)c1n[nH]c2ccccc12	7	-1	1	-2.0	0	-12	14	13	8
O=C(Cn1cc(C(F)(F)F)ccc1=O)N/N=C/c1ccccc1O	1	-3	8	-0.9	1	-2	3	-14	21
O=C(O)c1cccc(S(=O)(=O)Nc2cc(Cl)ccc2Cl)c1	6	-1	-1	1.7	-5	5	7	-1	-10

Looked up by compound from the entries so far, two records:
SMILES	CCR6 antagonist	UPR XBP1 act	EBI2 antag	CHOP UPR activ	APJ agonist	CXCR6 inh	tim23-1 inh	APJ antagonist	Mdm2 MdmX PPI
CCCNC(=O)COC(=O)c1n[nH]c2ccccc12	7	-1	1	-2.0	0	-12	14	13	8
Cc1cccc(NCc2cc(Cl)cc(Cl)c2O)n1	12	-1	3	0.9	1	-3	52*	14	33

In the list so far, these have two or more sulfur atoms.
SMILES	CCR6 antagonist	UPR XBP1 act	EBI2 antag	CHOP UPR activ	APJ agonist	CXCR6 inh	tim23-1 inh	APJ antagonist	Mdm2 MdmX PPI
N#Cc1ccccc1CSc1nc2ccsc2c(=O)n1Cc1ccccn1	2	2	2	1.5	-1	15	20	17	3
O=S(=O)(c1ccc(S(=O)(=O)N(Cc2ccco2)Cc2ccccc2Cl)cc1)N1CCCC1	23	-3	29	1.8	-2	2	2	8	7
C=CCNc1nc(SCC=C)nc2ccsc12	10	4	-3	-1.6	2	4	11	-4	28
CCOC(=O)C1CN(S(=O)(=O)c2ccc(C)cc2)CCN1S(=O)(=O)c1ccc(C)cc1 (stereo unspecified)	13	0	44*	0.7	3	-3	33	-7	-9
CCOc1ccc(S(=O)(=O)n2nc(C)c(S(=O)(=O)N3CCOCC3)c2C)cc1	13	-2	-4	0.9	-2	5	-8	7	15
CNS(=O)(=O)c1cc(Nc2ncnc3sccc23)ccc1C	0	0	-6	2.9	-2	-14	-2	-3	25
Cc1sc2ncnc(SCC(=O)N3CCCC3)c2c1C	-19	-5	2	-1.9	-1	-10	17	27	27
CC(Sc1ccc(S(=O)(=O)N2CCN(C)CC2)cn1)C(=O)NC1(C#N)CCCCC1 (stereo unspecified)	7	-1	3	2.3	-1	3	9	24	26

Bioassay records from PubChem.
